POLK inh = DNA polymerase kappa (human) inhibition | purified Pol kappa, fluorescent DNA synthesis assay, 10 min | Q9UBT6 | Potency, µM (titrated, usually from 107 µM), for inactives: at the top dose activity, negative = inhibition, hits mostly inhibitors | hit rate 0.53% among 400,000 | AID 588579; further: potency means the concentration at half of the fitted maximal effect; on the % scale 0 is the no-effect control and ±100 the full control effect
Target sequence (Q9UBT6 whole entry, looked up): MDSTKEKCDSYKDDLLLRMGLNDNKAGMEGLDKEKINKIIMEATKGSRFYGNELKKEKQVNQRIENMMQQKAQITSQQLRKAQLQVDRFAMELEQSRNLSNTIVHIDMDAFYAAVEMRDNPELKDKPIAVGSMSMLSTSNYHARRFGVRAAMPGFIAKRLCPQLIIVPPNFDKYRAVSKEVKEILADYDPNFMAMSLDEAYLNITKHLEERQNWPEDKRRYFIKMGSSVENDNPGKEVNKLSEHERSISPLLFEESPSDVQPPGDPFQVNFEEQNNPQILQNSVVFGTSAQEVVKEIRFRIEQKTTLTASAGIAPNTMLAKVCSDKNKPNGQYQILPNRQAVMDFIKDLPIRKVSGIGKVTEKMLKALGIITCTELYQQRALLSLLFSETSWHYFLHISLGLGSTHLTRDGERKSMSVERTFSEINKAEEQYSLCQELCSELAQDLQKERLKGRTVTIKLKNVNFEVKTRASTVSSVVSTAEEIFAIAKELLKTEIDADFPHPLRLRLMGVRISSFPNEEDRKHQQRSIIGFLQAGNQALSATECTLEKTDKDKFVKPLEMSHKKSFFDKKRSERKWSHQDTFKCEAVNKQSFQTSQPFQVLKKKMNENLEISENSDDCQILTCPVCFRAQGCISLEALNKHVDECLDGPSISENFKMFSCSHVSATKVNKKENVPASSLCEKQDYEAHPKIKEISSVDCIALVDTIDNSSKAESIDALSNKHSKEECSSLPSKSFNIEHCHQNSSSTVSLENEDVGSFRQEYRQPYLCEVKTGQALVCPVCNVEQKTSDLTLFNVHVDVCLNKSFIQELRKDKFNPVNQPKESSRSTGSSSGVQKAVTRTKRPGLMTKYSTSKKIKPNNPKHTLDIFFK
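Activity was followed as the change in fluorescence between reads at 0 and 10 min after starting the reaction with 50 nM substrate. Beforehand, 10 nM polymerase had been preincubated with compound for 15 min at room temperature.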
LDHA block = inhibitors of human lactate dehydrogenase A | AID 1347041 | activity change, % (values are at about 110 or 230 µM) | hit rate 0.15% among 480,000 | P00338 | purified LDHA, NADH/diaphorase-resazurin fluorescence; active compounds read low; in the data active means activity change below about -30%; inconclusive means mostly about -25% to -30%;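 further: plate controls were DMSO wells for no effect and wells without enzyme for full effect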
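Human LDH5 at 2 nM final in Tris HCl pH 7.4 with 0.06 mM NADH and 0.2 mM pyruvate, reacted 5 minutes at room temperature. Remaining NADH coupled via diaphorase/resazurin; resorufin fluorescence read at 0 and 20 minutes, normalized to enzyme-free and DMSO wells.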
Anesthetic bind = candidate novel general anesthetic via apoferritin binding; P02791; apoferritin/1-aminoanthracene competitive binding, fluorescence; Potency, µM (top dose mostly 77.5 µM), for inactives: top-dose activity change, negative = displacement, usual class: inhibitors; hit rate 0.074% among 350,000; further: potency means the concentration at half of the fitted maximal effect; on the % scale 0 is the no-effect control and ±100 the full control effect; nearly all actives have a fitted effect of over 20% in size
Target sequence (P02791 2-175 limits assumed): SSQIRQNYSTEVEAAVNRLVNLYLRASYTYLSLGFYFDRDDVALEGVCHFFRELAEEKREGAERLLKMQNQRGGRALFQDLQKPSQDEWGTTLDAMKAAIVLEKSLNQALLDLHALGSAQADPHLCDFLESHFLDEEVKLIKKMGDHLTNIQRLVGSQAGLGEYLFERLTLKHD
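Concentration-response curves derived by four-parameter Hill fitting of normalized fluorescence, where compounds displaced 1-AMA from 10 uM horse apoferritin following a brief 10 min room-temperature incubation; propofol titration acted as positive control.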
ERG Ets-DNA blk = blocks human ERG Ets domain binding to DNA. P11308. fluorescence polarization, His-ERG Ets domain / labelled DNA. Potency, µM (titrated, usually from 76.9 µM), for the others: at the top dose FP activity, negative = inhibition, most hits filed as inhibitors. hit rate 0.028% among 370,000. AID 624246; active means well fitted inhibition curve with a large enough effect in the polarisation, with a control signal flat; inconclusive means small, poorly fitted or top-dose-only effect, or effect the other way, or a change in a side signal; inactive means no such curve, though single readings can be large or run the other way; the % refers to the polarisation;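 further: polarization taken with two DNA probes labelled with fluorescein and Texas red; potency means the concentration at half of the fitted maximal effect; % of control where 0% means no effect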
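His-tagged ERG Ets domain (1 uM in the protein solution; 300mM KCl, 50mM Tris-HCl, 1mM EDTA, 1mM DTT, pH 7.5) received compound, then a probe mix of 5 nM fluorescein-DNA and 100nM Texas-615-DNA. Fluorescence polarization was read for both dyes.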
ALOX12 inh = ALOX12 (human) lipoxygenase inhibition. Potency, µM (titrated, usually from 108 µM), without a hit: top-dose activity change, negative = inhibition, actives largely listed as inhibitors. hit rate 1.1% among 580,000. P18054. purified 12hLO, xylenol orange hydroperoxide absorbance. AID 1671190; further: potency means the concentration at half of the fitted maximal effect; on the % scale 0 is the no-effect control and ±100 the full control effect
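Purified human 12hLO (150 nM final) in 25 mM Hepes, 0.01% Triton X-100, pH 7.0 was preincubated 15 min at room temperature with compound. Then 40 uM arachidonic acid was added, 30 min. Hydroperoxide was read by Fe-XO absorbance ratio 573/405 nm.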
RGS4 inhibitor = human RGS4 inhibition. AID 504845. Transcreener GDP fluorescence polarization, RGS4-accelerated GTP hydrolysis. Potency, µM (titrated, usually from 114 µM), for inactives: top-dose activity change, negative = inhibition, hits mostly inhibitors. hit rate 0.039% among 390,000; further: potency means the concentration at half of the fitted maximal effect; on the % scale 0 is the no-effect control and ±100 the full control effect; nearly all actives have a fitted effect of over 75% in size; some results filed as inactive show a strong effect at the top dose
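MLSMR compounds (23 nl, pin-transferred) preincubated 10 min at room temperature with a 500nM (2x) first reagent, then RGS4 at 900nM (2x) plus Transcreener GDP mix added; fluorescence polarization (620/688 nm) read before and after 90 min at 30 °C.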
POLB inh = blocks human DNA polymerase beta activity. P06746. Pol beta primer extension/strand displacement, fluorescence kinetic. Potency, µM (series often up to 114 µM), for the others: top-dose activity change, negative = inhibition, hits mostly inhibitors. hit rate 1.3% among 340,000. AID 485314; further: potency means the concentration at half of the fitted maximal effect; on the % scale 0 is the no-effect control and ±100 the full control effect
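Reaction started by 50 nM substrate onto compound-treated Pol beta (10 nM, 15 min preincubation, room temperature); plates read at 0 min and 10 min. Normalized concentration-effect data fitted by four-parameter Hill equation.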
Pol eta inh = DNA polymerase eta (human) inhibition. Q9Y253. recombinant Pol eta, fluorescent DNA replication assay. Potency, µM (doses to about 114 µM), for inactives: at the top dose activity change, negative = inhibition, usual class: inhibitors. hit rate 1.2% among 390,000; further: potency means the concentration at half of the fitted maximal effect; on the % scale 0 is the no-effect control and ±100 the full control effect
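Pol eta (10 nM) was preincubated with compounds for 15 min at room temperature, after which fluorescent replication substrate (50 nM final) was added to start the reaction. Fluorescence was read kinetically at 0 and 10 min.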
APE1 inh = inhibitors of human APE1 endonuclease; P27695; recombinant APE1, TAMRA/BHQ-2 abasic DNA cleavage fluorescence; Potency, µM (series often up to 65.8 µM), for inactives: top-dose activity change, negative = inhibition, actives largely listed as inhibitors; hit rate 0.35% among 350,000; AID 2517;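 further: potency means the concentration at half of the fitted maximal effect; plate controls were vehicle for no effect and reference inhibitor for full effect; nearly all actives have a fitted effect of over 55% in size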
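0.75 nM APE1 + cpd, 15 min RT; start w/ 50 nM TAMRA/BHQ-2 THF-abasic dsDNA; kinetic fluor 525/598 nm ×3 reads @60 s; Δ(read3−read1); normalized to DMSO and NSC13755 control wells.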
The depositor's hits bear a star; ? = inconclusive; nt = not tested or not shown; [ ] = remark or other dose. Unless noted, the call rests on the fitted dose curve; in most records, active means well fitted curve in the direction sought with a large enough effect; inconclusive means small, poorly fitted or top-dose-only effect, or another doubt; inactive means no such curve, though single readings can be large; an effect the other way counts as inactive or inconclusive. A portion of the library (hit frequency here may not be typical).

smiles,POLK inh,LDHA block,Anesthetic bind,ERG Ets-DNA blk,ALOX12 inh,RGS4 inhibitor,POLB inh,Pol eta inh,APE1 inh
CNC(=O)C1CC(=O)N(c2ccc(OCC(=O)Nc3ccccc3)cc2)C1 (centres undefined),-22%,-4,nt,-2%,0%,-3%,nt,32µM*,nt
Cc1nnc(N2CCN(c3ccccc3F)CC2)c2c1nnn2Cc1ccccc1,-9%,-2,2%,1%,-1%,15%,3%,-14%,nt
Cc1nc(-c2ccccc2)sc1C1(C)CC(c2cccc([N+](=O)[O-])c2)=NO1 (centres undefined),2%,-6,-1%,5%,4%,14%,-13%,-16%,1%
CCNC(=O)NC(=O)CSc1ccc(S(=O)(=O)N(C)C2CCCCC2)cn1,-3%,2,nt,-1%[15.4 µM],?,?,nt,-20%,14%
O=C(COC(=O)c1ccccn1)NCc1ccccc1,1%,-4,-6%,nt,-9%,1%,24%,6%,15%
CC(C)Cn1nc(C(=O)Nc2cccc(C(=O)NC3CC3)c2)c2ccccc2c1=O,-3%,-20,nt,nt,10%,-26%,nt,-10%,13%
CCOC(=O)c1ccc(NC(=O)c2cc3c(=O)n(C)c4ccccc4c3n2C)cc1,-38%,-8,9%,-4%,0%,9%,4%,-10%,nt
O=C(COC(=O)c1cc2ccccc2oc1=O)Nc1cccc(Br)c1,-16%,-4,nt,5%,16%,-14%,nt,3%,3%
O=C(CNC(=O)c1ccccc1Br)N/N=C/c1ccco1,1%,-12,-15%,2%,-2%,-7%,-1%,-2%,-1%
O=C(c1ccc(Oc2cc(Cl)cc(Cl)c2)o1)N1CCCCC1,0%,0,4%,14%,?,36%,-24%,-19%,-6%
Nc1nc2n(c1C(=O)c1ccccc1)CCC2,-18%,-3,-9%,-1%,6%,11%,5%,-9%,2%
Cc1ccccc1C(=O)Nc1sc2c(c1C(=O)N1CCCCC1)CCC(C)C2 (centres undefined),-7%,-9,-2%,0%,-24%,2%,18%,-14%,nt
CC(C)c1cc(C(=O)N/N=C/C(Br)=C/c2ccccc2)n[nH]1,-23%,-5,-15%,2%,-2%,1%,-7%,6%,73%
Cc1cc(NC(=O)c2cc3ncc(Br)cn3n2)no1,-6%,-7,-9%,6%,462%[activator],18%,-3%,?,4%
CC(=O)Nc1ccc(NC(=O)/C=C/c2ccc3c(c2)OCO3)cc1,4%,-4,-1%,3%,-16%,-11%,1%,-7%,-4%
O=C(CNC(=O)c1ccccc1F)OC(C(=O)Nc1cc(C(F)(F)F)ccc1Cl)c1ccccc1 (centres undefined),-10%,0,0%,1%,0%,4%,1%,-12%,8%
COc1ccccc1NC1=NCC(=O)N1Cc1ccccc1,-24%,2,-14%,-13%,?,10%,2%,3%,6%
COc1ccc(OC)c(-c2csc(NC(=O)CSCC(=O)Nc3cc(C)on3)n2)c1,6%,2,nt,5%,-11%,3%,nt,-13%,-3%
CCC(=O)N1c2ccccc2CC1C(=O)NCc1cc(OC)ccc1OC (centres undefined),-4%[60.1 µM],-1,6%,-10%,-23%,14%,-1%,-5%,nt
COc1ccc(Br)c(C(=O)NC2CCCC2)c1,-11%,-4,-4%,-19%,-20%,-8%,5%,-6%,-3%

One compound at a time, as listed above:
CC(=O)Nc1ccc(NC(=O)/C=C/c2ccc3c(c2)OCO3)cc1 as listed: POLK inh = 4%; LDHA block = -4; Anesthetic bind = -1%; ERG Ets-DNA blk = 3%; ALOX12 inh = -16%; RGS4 inhibitor = -11%; POLB inh = 1%; Pol eta inh = -7%; APE1 inh = -4%
O=C(CNC(=O)c1ccccc1F)OC(C(=O)Nc1cc(C(F)(F)F)ccc1Cl)c1ccccc1 (centres undefined) as listed: POLK inh = -10%; LDHA block = 0; Anesthetic bind = 0%; ERG Ets-DNA blk = 1%; ALOX12 inh = 0%; RGS4 inhibitor = 4%; POLB inh = 1%; Pol eta inh = -12%; APE1 inh = 8%

The main list resumes, starting 2 compounds before the break.
smiles,POLK inh,LDHA block,Anesthetic bind,ERG Ets-DNA blk,ALOX12 inh,RGS4 inhibitor,POLB inh,Pol eta inh,APE1 inh
CCC(=O)N1c2ccccc2CC1C(=O)NCc1cc(OC)ccc1OC (centres undefined),-4%[60.1 µM],-1,6%,-10%,-23%,14%,-1%,-5%,nt
COc1ccc(Br)c(C(=O)NC2CCCC2)c1,-11%,-4,-4%,-19%,-20%,-8%,5%,-6%,-3%
Cc1ccc(C(=O)COC(=O)c2ccccc2N2C(=O)C3C4CCC(C4)C3C2=O)cc1C (centres undefined),-2%,-9,-3%,2%,6%,6%,24%,-15%,7%
O=C1CN(C(=O)COC(=O)COc2ccc3c(c2)CCC3)c2ccccc2N1,-7%,-1,?,10%,-22%,13%,1%,1%,-1%
Cc1cccc(NC(=O)CCn2nc(-c3ccccc3)c3ccccc3c2=O)c1,-10%[60.1 µM],4,14%,-1%,2%,21%,2%,-17%,nt
Cc1cnc(C(=O)N2CCN(S(=O)(=O)c3ccc4ccccc4c3)CC2)cn1,-7%,6,-22%,7%,0%,2%,1%,-6%,-3%
CCOC(=O)c1cc(-c2ccccc2)sc1NC(=O)CC(C)C,-6%,4,6%,-1%,-27%,-14%,-9%,?,-3%
O=C1CC(c2ccccc2)CC(O)=C1C=Nc1ccccc1 (centres undefined),-1%,-2,-20%,23%,-10%,?,9%,-6%,2%
COc1cccc(-n2c(C)nn(C)c2=O)c1,7%,-7,0%,4%,nt,5%,0%,-12%,1%
CCOc1ccccc1CN1CCC(Oc2cccc(C(=O)NCCOC)c2)CC1,-2%,0,-2%,10%,13%,-2%,-14%,-2%,16%
CCOC(=O)c1cnc2ccc(C)cc2c1Nc1ccc(OCc2ccccc2Cl)cc1,0%,-3,-18%,-1%,-28%,-2%,16%,-3%,nt
Cc1ccc(CNC(=O)c2ccc(N3CCCC3=O)cc2)cc1,-10%,-13,-7%,-4%,-2%,-10%,20%,-7%,-2%
COc1ccc(CCNC(=O)CSc2cn(CCNC(=O)c3ccccc3F)c3ccccc23)cc1OC,5%,0,3%,-2%,-11%,-16%,9%,-4%,nt
COCC(=O)N[C@@H]1c2cc(OC)c(OC)cc2C[C@H]1OCc1ccccc1,1%,0,nt,1%,-112%,7%,nt,3%,3%
CCc1c(C)nc(N2CCN(c3ccccc3)CC2)[nH]c1=O,-5%,-8,4%,0%,12%,-13%,?,-10%,-10%
Cc1ccc(C)c(OCCC(=O)N2CCN(S(=O)(=O)c3ccc([N+](=O)[O-])cc3)CC2)c1,7%,1,nt,7%,-2%,-20%,nt,-17%,11%
CC1CCCCC1NC(=O)C1CCCN(S(=O)(=O)c2ccc(-n3cnnn3)cc2)C1 (centres undefined),-8%,-3,0%,3%,-2%,23%,5%,-3%,21%
COc1cc2cc(CN(Cc3nnnn3Cc3ccccc3)CC3CCCO3)c(=O)[nH]c2cc1OC (centres undefined),-6%,-2,191%[activator],-4%,-19%,-17%,-29%,-5%,?
CCOC(=O)Cc1csc(NC(=O)Nc2ccc(Cl)cc2)n1,-2%,-4,2%,6%,8%,-32%,17%,-20%,-2%
COc1ccc(C)cc1-n1cnc2cc(C(=O)NC3CCCC3)ccc21,-11%[60.1 µM],-5,9%,0%,-14%,-6%,-5%,-7%,nt
CCCC(c1nnnn1Cc1cccs1)N1CCN(c2ccc(OC)cc2)CC1 (centres undefined),-15%,2,-18%,2%,?,-21%,6%,-17%,-3%
CCc1cccc(C)c1NC(=O)C1CCN(S(=O)(=O)c2c(C)noc2/C=C/c2c(C)cc(C)cc2C)CC1,2%[60.1 µM],2,-6%,3%,-25%,0%,?,?,nt
COCCNc1nc(-c2ccc(OC)cc2)c(-c2ccc(OC)cc2)s1,-8%,-2,43%[activator],-2%,0%,13%[56.9 µM],1%,-24%,-8%
Cc1cc(C(=O)N/N=C/c2ccc(-c3cccc(Br)c3)o2)n[nH]1,-12%,-5,11%,5%,1%,4%,?,-17%,-5%
COc1ccc(-c2cc(C(F)(F)F)n3ncc(C(=O)NCC4CCCO4)c3n2)cc1 (centres undefined),-12%,1,4%,?,4%,-5%[11.4 µM],0%,-10%,-2%
CC(=O)c1ccccc1C(=O)N1CCCC(N2CCN(Cc3ccc4c(c3)OCO4)CC2)C1 (centres undefined),-6%,-3,-10%,-5%,0%,3%,37%,-7%,-10%

High-throughput results from PubChem.
